MITF primary: MITF inhibitors, primary screen, biochemical, AlphaScreen, human; Microphthalmia-associated transcription factor (Homo sapiens), O75030; AlphaScreen MITF homodimerization, bead proximity signal; inhibition, % at 2.6 µM; hit rate 0.91% among 650,000; AID 1259374, 2018; in the data active = inhibition above about 50%;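 note: 0% = vehicle wells with protein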
FBW7 act: FBW7 E3 ligase activators, primary screen, biochemical, AlphaScreen, human; F-box/WD repeat-containing protein 7 (Homo sapiens), Q969H0; AlphaScreen FBW7–phospho-cyclin E peptide binding, activator screen; normalized activity (activation), % at 26.1 µM; hit rate 0.13% among 650,000; AID 1259310, 2017; in the data active = normalized activity above about 1.9%;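 note: purified mutant Fbw7 with reduced substrate affinity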
Target sequence (Q969H0 whole entry, looked up): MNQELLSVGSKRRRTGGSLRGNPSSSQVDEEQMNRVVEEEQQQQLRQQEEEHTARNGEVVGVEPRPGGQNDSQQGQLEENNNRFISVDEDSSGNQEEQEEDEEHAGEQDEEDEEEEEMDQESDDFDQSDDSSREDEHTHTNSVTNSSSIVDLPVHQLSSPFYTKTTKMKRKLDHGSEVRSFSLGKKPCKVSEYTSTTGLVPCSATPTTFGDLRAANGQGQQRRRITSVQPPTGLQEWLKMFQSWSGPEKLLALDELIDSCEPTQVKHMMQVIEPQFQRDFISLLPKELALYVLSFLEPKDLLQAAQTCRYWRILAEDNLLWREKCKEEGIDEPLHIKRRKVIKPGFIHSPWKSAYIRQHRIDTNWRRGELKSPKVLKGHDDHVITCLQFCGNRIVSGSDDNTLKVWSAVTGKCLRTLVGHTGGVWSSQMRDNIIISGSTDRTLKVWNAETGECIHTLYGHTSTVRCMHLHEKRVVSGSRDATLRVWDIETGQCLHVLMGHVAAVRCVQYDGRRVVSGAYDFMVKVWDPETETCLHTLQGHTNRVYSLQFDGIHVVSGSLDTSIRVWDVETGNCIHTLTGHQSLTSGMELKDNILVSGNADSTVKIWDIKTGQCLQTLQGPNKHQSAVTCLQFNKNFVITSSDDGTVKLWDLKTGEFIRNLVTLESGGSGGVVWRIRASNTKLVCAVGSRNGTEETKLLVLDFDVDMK
TEAD-YAP inh: TEAD-YAP interaction inhibition, primary screen, TEAD-YAP interaction inhibitor project, luminescence, HEK-TIYL cells | TEAD-Gal4/YAP UAS-luciferase luminescence | inhibition, % at 9.12 µM | hit rate 1.4% among 640,000 | AID 1259422, 2018; in the data active = inhibition above about 32%;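 note: 0% = median of test compound wells and 100% = reference inhibitor wells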
GPR151 ag: activators of human GPR151, primary screen, cell-based, PathHunter beta-arrestin, luminescence; PathHunter beta-arrestin GPR151 cells; activation, % at 11.2 µM; hit rate 1% among 650,000; AID 1508602, 2020; in the data active = activation above about 4.9%;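 note: 0% = median of compound wells and 100% = cells with positive control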
* marks the source's active call; other numbers are inactive results.

entry	SMILES	MITF primary	FBW7 act	TEAD-YAP inh	GPR151 ag
1	C=CCc1cc(/C=C2/C(=N)N3OC(C)=CC3=NC2=O)cc(OC)c1OC	-7	-0.1	-1	1.0
2	CCN1CCN(c2ccc(NC(=O)c3cccc(Br)c3)cc2)CC1	2	0.1	-37	-1.8
3	CC(C)CN1CC[C@H]2[C@H](CCC(=O)N2Cc2ccc(F)cc2)C1	1	-0.1	2	3.6
4	O=C(C1CCCO1)N1CCn2cc(C(F)(F)F)nc2C1 (stereo not given)	-2	-0.1	-2	-0.5
5	Cc1noc(/C=C\c2ccc(N3CCOCC3)cc2)c1[N+](=O)[O-]	-2	0.2	-11	-1.1
6	COc1cc2c(C#N)c(N3CCOCC3)nc3c2c(n1)NC1(N3)C(=O)Nc2ccc(F)cc21 (stereo not given)	15	0.2	10	-0.7
7	CCOc1ccc(NCc2c(CO)cnc(C)c2O)cc1	-2	-0.2	1	2.4
8	COC(=O)C(NC(=O)COc1ccccc1)(Nc1ccc(C)cn1)C(F)(F)F (stereo not given)	-3	0.0	-2	-1.3
9	COC(=O)c1ccc(COc2ccc(S(=O)(=O)N3CCCC3)cc2[N+](=O)[O-])o1	4	0.5	7	0.0
10	Cc1ccc(NC(=O)CCCn2c(=S)[nH]c3ccsc3c2=O)cc1C	10	-0.1	3	1.4
11	COC(=O)c1ccccc1N=Cc1c(O)n(-c2ccccc2C)c(=O)[nH]c1=O	4	0.5	-8	1.9
12	O=C(CN1CCC(NC(=O)Cc2ccccc2)CC1)Nc1ccccc1Br	6	0.1	-4	-0.7
13	COc1cc(-c2[nH]nc3c2C(c2ccc(-c4ccccc4)cc2)C(C#N)=C(N)O3)cc(OC)c1OC (stereo not given)	-13	-0.1	-9	-1.5
14	CC(=O)Nc1ccc(N2C(=O)c3ccc(Br)cc3C2=O)cc1	10	0.1	-6	0.3
15	O=C(COC(=O)c1ccccc1N1C(=O)C2C3C=CC(C3)C2C1=O)c1ccccc1 (stereo not given)	1	-0.1	12	-0.4
16	CN(Cc1ccccc1)C(=O)C(Cc1ccccc1)NS(=O)(=O)c1ccc(Cl)cc1 (stereo not given)	10	0.0	-3	-0.6
17	CC1CCCCN1S(=O)(=O)c1ccc(F)c(C(=O)Nc2ccc(Br)cc2)c1 (stereo not given)	-6	-0.1	-3	1.1
18	NNC(=O)c1cncn1-c1ccccc1	-16	-0.1	37*	0.0
19	O=C(CSc1nc2ccc(Br)cc2c2nc3ccccc3n12)NCC1CCCO1 (stereo not given)	6	-0.1	1	-1.0
20	O=C(NC(=S)NCCCN1CCOCC1)c1cccc2ccccc12	-3	1.7	2	-0.1
21	COc1cc(/C=C2\N=C(c3ccccc3C)OC2=O)cc(OC)c1OC	-15	-0.1	-6	-2.1
22	CC1CCC2(CC1)NC(=O)N(/N=C/c1ccc([N+](=O)[O-])o1)C2=O (stereo not given)	10	0.1	6	0.7
23	Cc1ccc(NC(=O)CSc2nc3n[nH]c(C)c3c(=N)n2-c2ccccc2C)cc1C	5	-0.1	11	-1.8
24	O=C(c1ccccc1)N1CCC(O)(c2ccc3c(c2)OCO3)CC1	18	0.8	8	0.2
25	O=C(OCc1ccc(Cl)c(Cl)c1)c1ccco1	-14	-0.1	-8	-0.3
26	Cc1nc(CSc2nc3c(sc(=S)n3-c3ccc(C)c(C)c3)c(=O)n2-c2ccccc2C)cs1	-7	0.0	-7	1.2
27	CC(C)n1cnc2c(NCCO)nc(NC3CCN(Cc4ccccc4)CC3)nc21	-11	-0.1	-1	-0.7
28	O=C(NCCO)/C(=C\c1cccc([N+](=O)[O-])c1)NC(=O)c1cccs1	2	0.3	5	-0.9
29	CCOc1ccccc1C(=O)NNC(=O)c1cccnc1	-4	0.0	-4	-0.2
30	Cc1ccc(N2C3=C(C(=O)CC(C)(C)C3)C(c3ccc(Cl)cc3)C3=C2CC(C)(C)CC3=O)cc1C	16	-0.1	3	-0.1
31	O=C(COc1ccccc1)NCC(=O)Nc1nccs1	10	-0.1	-8	0.3
32	O=C(COC(=O)c1ccccc1O)NC1CCCCCCC1	6	-0.1	-2	0.1
33	O=C(CN(c1ccc(Cl)c(C(F)(F)F)c1)S(=O)(=O)c1ccccc1)Nc1cccnc1	-3	-0.1	-2	0.0
34	COC(=O)CSc1nc(C)nc2sc3c(c12)CCC(C)C3 (stereo not given)	-6	-0.1	-1	-0.7
35	COc1ccc(/C=C2\NC(=S)N(c3ccccc3)C2=O)cc1OC	14	0.2	-7	2.4
36	CCOC(=O)c1c[nH]n(-c2nc(-c3ccccc3)cs2)c1=O	-1	-0.4	-11	-2.4

Molecules shown so far with a cyano group:
entry	SMILES	MITF primary	FBW7 act	TEAD-YAP inh	GPR151 ag
6	COc1cc2c(C#N)c(N3CCOCC3)nc3c2c(n1)NC1(N3)C(=O)Nc2ccc(F)cc21 (stereo not given)	15	0.2	10	-0.7
13	COc1cc(-c2[nH]nc3c2C(c2ccc(-c4ccccc4)cc2)C(C#N)=C(N)O3)cc(OC)c1OC (stereo not given)	-13	-0.1	-9	-1.5

Following part.
entry	SMILES	MITF primary	FBW7 act	TEAD-YAP inh	GPR151 ag
37	COc1ccc(/C=C/C(=O)Nc2ccccc2C(=O)Nc2ccccc2)cc1	-12	-0.2	22	0.9
38	COc1ccccc1/C=N/NC(=O)c1[nH]nc(-c2ccccc2)c1C	10	0.0	-59	-1.8
39	CC(=O)Nc1cccc(-c2csc(Nc3ccc(S(N)(=O)=O)cc3)n2)c1	-18	-0.1	-7	0.0
40	O=C(c1cccc([N+](=O)[O-])c1)c1ccc2c(c1)C(=O)N(c1cccnc1)C2=O	3	0.3	1	-0.6
41	COc1cc(C(=O)Nc2ccc(Cc3ccncc3)cc2)cc(OC)c1OC	5	0.1	7	2.1
42	C/C(=N\Nc1ncc(Cl)cc1Cl)c1ccccn1	19	-0.1	82*	-0.6
43	O=C(Oc1cccc2cccnc12)c1cccs1	1	-1.2	3	-0.3
44	COc1cc(C(=O)NCC(=O)N=Nc2c(O)n(C)c3ccccc23)cc(OC)c1OC	2	0.1	6	-0.8
45	CCOC(=O)Cc1ccc(N(Cc2cccs2)S(=O)(=O)c2ccc(NC(C)=O)cc2)cc1	19	0.1	9	-1.2
46	Cc1cc(C)c2sc(NC(=O)Cc3ccc(Cl)cc3)nc2n1	9	0.2	-7	-0.6
47	C=CCNCCCOc1ccc(C(C)(C)C)cc1C	32	0.1	-7	-0.6
48	C=CCNc1ncnc2c1sc1nc(N3CCOCC3)c3c(c12)CC(C)(C)OC3	17	0.4	-5	1.2

Ordered by formula weight (low to high): 3 of the compounds above.
entry	SMILES	MITF primary	FBW7 act	TEAD-YAP inh	GPR151 ag
39	CC(=O)Nc1cccc(-c2csc(Nc3ccc(S(N)(=O)=O)cc3)n2)c1	-18	-0.1	-7	0.0
48	C=CCNc1ncnc2c1sc1nc(N3CCOCC3)c3c(c12)CC(C)(C)OC3	17	0.4	-5	1.2
45	CCOC(=O)Cc1ccc(N(Cc2cccs2)S(=O)(=O)c2ccc(NC(C)=O)cc2)cc1	19	0.1	9	-1.2

(continued)
entry	SMILES	MITF primary	FBW7 act	TEAD-YAP inh	GPR151 ag
49	COc1cccc(CC(C2CCN(C(=O)Cn3cncn3)CC2)N(C)Cc2ccncc2)c1 (stereo not given)	-2	0.0	3	0.3
50	Cc1cccc2cc3c(N)c(C(=O)N4CCC(C)CC4)sc3nc12	3	0.9	6	-1.1
51	CCCN(C(=S)Nc1ccccc1)C1CCS(=O)(=O)C1 (stereo not given)	-2	0.0	1	-0.4
52	COc1cccc(/C=C2/OC(=O)c3c2cc(C)[nH]c3=O)c1OC	13	0.0	-4	0.2
53	Cc1nc2c(ccc3nc(NC(=O)c4ccc(S(=O)(=O)N5CC(C)OC(C)C5)cc4)sc32)s1 (stereo not given)	8	1.2	4	-0.9
54	CCN1CCN(CCOc2ccc3c(=O)c(-c4ccc(Cl)cc4)c(C)oc3c2)CC1	16	0.2	17	-1.3
55	COC(=O)c1cc(Oc2ncnc3scc(-c4ccccc4)c23)cc(C(=O)OC)c1	-4	0.1	5	-1.4
56	Cc1ccccc1CC(=O)Nc1cnc2cnc(-c3ccccc3CO)cn12	16	0.5	21	-0.7
57	COc1ccccc1N(Cc1ccc(C#N)cc1)S(=O)(=O)c1cccs1	2	0.1	-2	-0.9
58	O=C(NC1CC1)c1ccc(-c2cc(NCCOc3ccccc3)ncn2)cc1	16	0.4	-26	0.0
59	CCC(C)NC(=O)c1ccc(N2CC3CC(C2)c2cccc(=O)n2C3)c(NC(=O)c2c(F)cccc2F)c1 (stereo not given)	13	0.0	-23	-0.3
60	COc1cc(CNc2ncc(-c3cccnc3)n3ccnc23)cc(OC)c1OC	16	-0.3	-17	0.6

Next entries.
no. | canonical_smiles | MITF primary | FBW7 act | TEAD-YAP inh | GPR151 ag
61 | C=CCNc1nc(-c2sc(N)nc2C)cs1 | 12 | -0.3 | 4 | 0.4
62 | CC(=O)c1ccc(OC(=O)c2ccc3c(c2)C(=O)N(c2ccccc2)C3=O)cc1 | 1 | 0.0 | 7 | 0.9
63 | COc1cccc(Cn2nnc3c(=O)[nH]c(C4CCN(C(=O)c5ccccc5)CC4)nc32)c1 | 15 | 0.6 | 12 | -0.8
64 | O=C(c1ccc(F)cc1)N1CCN(c2ccc(Cl)cc2[N+](=O)[O-])CC1 | 10 | -0.6 | 3 | -0.8
65 | CCCOc1ccc(C(=O)C(CCCCC(CN2CCOCC2)C(=O)c2ccc(OCCC)cc2)CN2CCOCC2)cc1 (stereo not given) | -1 | -0.1 | -2 | -1.2
66 | CCOC(=O)c1ccc(N2C(=O)CC(Nc3cccc(OC)c3)C2=O)cc1 (stereo not given) | -1 | -0.2 | -1 | 1.2
67 | Cc1ccccc1CSCCC(=O)NCc1ccccc1 | 1 | 0.1 | 5 | -0.2
68 | CN(CC(=O)NCc1ccccc1F)c1nnc(N2CCCC2=O)s1 | -3 | 0.0 | -4 | 1.6
69 | COc1cccc(N2C(=O)CC(N3CCC(Cc4ccccc4)CC3)C2=O)c1 (stereo not given) | 8 | 0.0 | 7 | -0.1
70 | O=C1N/C(=C/c2ccc(O)c(I)c2)C(=O)N1c1cccc(Cl)c1 | -5 | 0.0 | -2 | -0.9
71 | COc1ccccc1CC(=O)Nc1cnn(CC(=O)N(C)Cc2ccc(C)cc2)c1 | 13 | 0.0 | 11 | 0.7
72 | CC(=O)c1ccc(NC(=O)CCC(=O)OC2CCC(C)CC2)cc1 (stereo not given) | 27 | 1.0 | -10 | -1.6
73 | CCC(=O)N1CCc2cc(S(=O)(=O)CCC(=O)NC(C)CC)ccc21 (stereo not given) | 5 | 0.1 | 0 | -0.2
74 | Cc1ccc2c(c1)C(C)(c1ccccc1)CC(C)(C)N2C(=O)COc1ccccc1 (stereo not given) | 3 | -0.1 | 4 | -0.5
75 | COc1ccc(C2NC(=O)NC(O)(C(F)(F)F)C2C(C)=O)cc1 (stereo not given) | 6 | -0.1 | 7 | 1.1
76 | Cc1cc(C)nc(NS(=O)(=O)c2ccc(NC(=O)c3cccc(I)c3)cc2)n1 | 1 | -0.2 | -10 | 0.3
77 | CC1(C)C(=O)NCCN1C(=O)/C=C/c1cccs1 | 0 | -0.2 | -14 | -0.3
78 | Cc1[nH][nH]c(=O)c1C(c1ccccc1F)C(C#N)C#N (stereo not given) | 23 | 0.1 | 6 | -0.9
79 | Cc1c(Cl)cccc1NC(=O)c1cc2nc(-c3cccs3)cc(C(F)(F)F)n2n1 | -5 | 0.2 | -5 | -1.0
80 | Cc1cc(C)n(CCC(=O)N2CCCC2c2nc3cc(C)c(C)cc3[nH]2)n1 (stereo not given) | 15 | 0.3 | 3 | 0.1
81 | CCCCN1C(=S)SC(C)(C)C1n1oc(=O)n(-c2cccc3ccccc23)c1=O (stereo not given) | 9 | -0.2 | 5 | 0.3
82 | O=C(NNC(=O)c1ccc(N2CCCC2=O)cc1)c1ccc(Cl)cc1 | -1 | -0.1 | 3 | 0.3
83 | O=C(NCCC1=CCCCC1)c1sc2ccccc2c1Cl | 13 | 1.0 | -23 | -2.2
84 | C=CCOc1ccc(/C=C2/C(=O)NN(c3ccc(Cl)cc3)C2=O)cc1OC | 5 | -0.1 | 8 | -1.1
85 | Fc1cccc(C2Nc3cccc4cccc(c34)N2)c1 | 14 | 0.1 | 4 | 0.7
86 | Cc1ccccc1CS/C(Nc1ccccc1)=C(\C#N)C(=O)Nc1ccccc1 | 20 | -0.1 | 14 | 1.1
87 | CCOc1ccc(-c2csc(N3CCN(C(=O)NCc4ccccc4)CC3)n2)cc1 | 5 | -0.1 | 12 | 0.9
88 | CCCc1[nH]nc2c1C(c1ccc(F)cc1)C(C#N)=C(N)O2 (stereo not given) | -3 | 0.7 | 3 | 3.5

Screening results deposited in PubChem by The Scripps Research Institute Molecular Screening Center.

No enrichment for hits, and some 3.4% of all compounds hit somewhere here.
